Pf Dd2 growth = Plasmodium falciparum Dd2 growth inhibition | Potency, µM (titrated, usually from 28.9 µM), inactives show top-dose activity, negative = inhibition, usual class: inhibitors | actives 4.3% (n = 120,000) | AID 1347417 | P. falciparum Dd2 growth, SYBR Green, 72 h; active = well fitted inhibition curve with a large enough effect; inconclusive = small, poorly fitted or top-dose-only effect; inactive = no such curve, though single readings can be large or run the other way;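 also: plate controls were DMSO vehicle for no effect and reference drug for full effect; nearly all actives have a fitted effect of over 65% in size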
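Infected erythrocytes (Dd2, 0.3% parasitemia, 2.5% hematocrit final) are added to compound in RPMI-1640/Albumax II medium, grown 72 h at 37C in low oxygen, then lysed with saponin/Triton-X containing SYBR Green and read by fluorescence.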
Active calls of the source: *; [ ] = another dose, or the depositor's remark. Potency is read from the fitted curve at half-maximal effect. This is a subset; count on the stated rates, not on these rows.

`CCOc1ccccc1NC(=O)N1CCc2c(sc3c2CCCC3)C1c1ccccc1` (configuration not stated) gave Pf Dd2 growth inconclusive.
`CCOc1ccc2c(n1)CCN(C(=O)c1sccc1C)C2` gave Pf Dd2 growth inconclusive.
`CCn1ccnc1CN1CCC2(CCC(=O)N(CCc3ccncc3)C2)CC1` gave Pf Dd2 growth -3.9%.
For COc1ccc(CNS(=O)(=O)c2cnc(N)nc2)cc1 the results were Pf Dd2 growth 34.6%[activator].
For CCC(=O)N(C1CCOCC1)C1CCN(S(=O)(=O)c2ccc(F)c(C)c2)CC1 the results were Pf Dd2 growth inconclusive.
Screening CCC1(C(=O)NCc2cccc(F)c2)CCCCC(=O)N1 (configuration not stated) returned Pf Dd2 growth 34.4%[activator].
CCC1c2nccn2CCCN1C(=O)CCc1c(C)nn(C)c1C (configuration not stated) was read as Pf Dd2 growth 16.6%.
For Cc1ccc(NC(=O)N2CCc3cc(S(=O)(=O)N4CCC(C)CC4)ccc32)cc1F the results were Pf Dd2 growth 49.9%[activator].
Screening CN(Cc1ccccc1C(F)(F)F)C(=O)C1CC1 returned Pf Dd2 growth 7.2%[44.1 µM].
For Cn1nccc1CN1CCC2(CC1)CC(=O)c1ccccc1O2 the results were Pf Dd2 growth inconclusive.
`COc1ccc(NC(=O)N2C[C@@H]3C[C@H](C2)c2ccc(NS(=O)(=O)c4ccc(OC)cc4)c(=O)n2C3)cc1` gave Pf Dd2 growth inconclusive.
Cc1cccc(C)c1-c1nc(C(=O)NCCc2ccc(Cl)cc2)n2ccccc12 was read as Pf Dd2 growth inconclusive.
`CC(=O)c1ccc(NC(=O)CSc2nc(-c3ccc(C)cc3)nc3c2c(=O)n(C)c(=O)n3C)cc1` gave Pf Dd2 growth inconclusive.
For CCc1ccc2oc(-c3cc(NC(=O)c4cc(OC)c(OC)c(OC)c4)ccc3O)nc2c1 the results were Pf Dd2 growth inconclusive.
For O=C(CCCCn1c(=O)c2ccccc2n(CC(=O)Nc2cccc(C(F)(F)F)c2)c1=O)NCc1ccc2c(c1)OCO2 the results were Pf Dd2 growth inactive.
Cc1cc(-c2ccccc2)nc(CN2CC[C@@](O)(C3CCC3)[C@H](C)C2)n1 was read as Pf Dd2 growth 10µM*.
CC1N=C2c3ccccc3N=C(SCC(=O)NCCc3ccccc3)N2C1=O (configuration not stated) was read as Pf Dd2 growth -3.4%.
O=C(Cn1cc(SCc2cccc(F)c2)c2ccccc21)N1CCCC1 was read as Pf Dd2 growth -16.5%.
O=C(c1cccc2[nH]ccc12)N1CC(Oc2cccc(-c3nc(-c4ccccc4)no3)c2)C1 was read as Pf Dd2 growth inactive[5.79 µM].
For COc1ccc(C2=NOC3(CCN(Cc4ccsc4)C3)C2)cc1 (configuration not stated) the results were Pf Dd2 growth inconclusive.
`COc1ccc(-c2nc(C3CC3)nc3c2CCN(Cc2ccc(F)cc2)CC3)cc1` gave Pf Dd2 growth 7.08µM*.
COc1ccccc1NC(=O)CSc1nc(-c2ccc(C(C)(C)C)cc2)c(C#N)c(=O)[nH]1 was read as Pf Dd2 growth 10µM*.
`COc1cccc(N2CC(C(=O)NCc3cccs3)NC2=O)c1` (configuration not stated) gave Pf Dd2 growth inactive.
`COc1ccc(C2(C(=O)NC3CCCN(c4ncccn4)C3)CC2)cc1` (configuration not stated) gave Pf Dd2 growth 9.3%.
For C=C[C@H]1CN2CC[C@H]1C[C@@H]2CNS(C)(=O)=O the results were Pf Dd2 growth -12.8%[44.1 µM].
COc1cc(NC(=O)CCc2c(C)nc3c(c(C)nn3-c3ccccc3)c2C)cc(OC)c1OC was read as Pf Dd2 growth inconclusive.
`Cc1nc(N2CCN(C(=O)COc3ccccc3)CC2)cc(C(F)(F)F)n1` gave Pf Dd2 growth -4.3%.
Screening COC(=O)[C@H](Cc1ccc(OC)cc1)NC(=O)[C@@H]1CN(C(=O)c2cccc(F)c2)CCN1C(C)=O returned Pf Dd2 growth -5.7%.
`CCC(CC)NC(=O)CC1CCCN(c2cnn(CC)c(=O)c2)C1` (configuration not stated) gave Pf Dd2 growth -8.7%.
`O=C(Nc1ccc2nc(SCC(=O)N3CCCc4ccccc43)sc2c1)c1ccccc1` gave Pf Dd2 growth -7.2%.
Screening CC(C)c1ccc(NC(=O)CN2C(=O)CCc3cc(S(=O)(=O)N4CCOCC4)ccc32)cc1 returned Pf Dd2 growth 21.6%.
CCN1C(=O)C2(CCN(C(=O)COC)CC2)c2ccccc21 was read as Pf Dd2 growth inconclusive.
Screening Cc1onc(-c2ccc(Br)cc2)c1C(=O)Nc1ccc(Br)cc1F returned Pf Dd2 growth inconclusive.
Screening CC(C)Cc1cn(C2CCN(Cc3cc4c(cc3Cl)OCO4)CC2)nn1 returned Pf Dd2 growth inconclusive.
`Cc1ccc(-n2ncc(C(=O)NCc3cccs3)c2C2CCN(C(=O)OC(C)(C)C)CC2)cc1` gave Pf Dd2 growth inactive.
Cc1cccc(C(c2sc3nc(-c4ccco4)nn3c2O)N2CCN(c3ccccc3F)CC2)c1 (configuration not stated) was read as Pf Dd2 growth 28.1%.
CCc1ccc(NC(=O)CSc2nc(C)cc(COC)c2C#N)cc1 was read as Pf Dd2 growth inconclusive.
Screening COc1ccccc1N1CCN(C(=O)C2CCCN(C(=O)c3ccccc3)CCC(=O)NCC2)CC1 (configuration not stated) returned Pf Dd2 growth -1.7%.
For COc1ccc(-n2nc3n(c2=O)CCN(C(=O)c2ccc(Cl)cc2)C3)cc1 the results were Pf Dd2 growth inconclusive.
`COc1ccc(S(=O)(=O)c2cn(Cc3ccccc3)c3ccc(OC)cc3c2=O)cc1` gave Pf Dd2 growth inconclusive.
`CC(NC(=O)C(=O)Nc1c2c(nn1-c1ccccc1)CSC2)c1ccccc1` (configuration not stated) gave Pf Dd2 growth inconclusive.
NC(=O)C1CCN(c2cc(-c3noc([C@@H]4CCCN4Cc4ccccc4F)n3)ccn2)CC1 was read as Pf Dd2 growth inactive.
Screening CC(C)c1cnc(C2CCCN(C(=O)OC(C)(C)C)C2)[nH]1 (configuration not stated) returned Pf Dd2 growth 11.2µM*.
CCOC(=O)c1c(C)c(C(=O)NCCc2ccc(OC)cc2)c(C)n1CC was read as Pf Dd2 growth 4.3%.
CSc1ccc(CCNC(=O)C(C)n2c(C)c3cnn(-c4ccccc4)c(=O)c3c2C)cc1 (configuration not stated) was read as Pf Dd2 growth 14.6%.
Screening COc1cccc(CN2CCCCCCNC(=O)CC2)c1 returned Pf Dd2 growth inactive.
`CCCCOc1ccc(CNC(=O)C2CCN(c3nnc(-n4cccc4CNc4ccc(C)cc4)s3)CC2)cc1` gave Pf Dd2 growth inconclusive.
Screening Cc1cccc(C(=O)NC(CC(C)C)c2nnc3n2CCNCC3)n1 (configuration not stated) returned Pf Dd2 growth -8.9%.
Screening O=C1COCC2(CN1Cc1ccc(F)cc1Cl)CN(c1ccc(C(F)(F)F)cn1)C2 returned Pf Dd2 growth inactive.
For CCOc1ccc(CCNC(=O)Cn2nc(CC)n3c(cc4ccccc43)c2=O)cc1 the results were Pf Dd2 growth -4.8%.
Cc1ccn2c(=O)c(C(=O)NCCCN3CCCCC3C)c(O)nc2c1 (configuration not stated) was read as Pf Dd2 growth 7.1%.
Screening Cc1cc(C)c2c(CC(=O)Nc3ccc(S(=O)(=O)Nc4nc(C)cc(C)n4)cc3)coc2c1 returned Pf Dd2 growth -15.6%.
For COc1ccc2n[nH]c(CN3CCC(C(C)N4CCCC4)CC3)c2c1 (configuration not stated) the results were Pf Dd2 growth inactive.
`COc1cc(OC)cc(C(=O)N2CCC(n3cc(-c4nc(C(C)C)no4)nn3)CC2)c1` gave Pf Dd2 growth -12.6%.
Screening Cc1ncccc1OC1(C(=O)O)CCN(C(=O)C2CC23CCC3)CC1 (configuration not stated) returned Pf Dd2 growth 11.4%.
`FC(F)(F)SCCn1ccnc1-c1cc2n(n1)CCCNC2` gave Pf Dd2 growth -24.5%.
`CCc1ccc(NC(=O)C(CC)n2c(=O)c(C(F)(F)F)nc3ccccc32)cc1` (configuration not stated) gave Pf Dd2 growth inconclusive.
Screening OCC#Cc1csc(CN2CCCC3(CCNCC3)CC2)c1 returned Pf Dd2 growth -5.0%.
`CCc1noc(-c2cn(C3CCN(C(=O)c4cccc(NC(C)=O)c4)C3)nn2)n1` (configuration not stated) gave Pf Dd2 growth inactive.
For O=C(Cn1nc2c(cc1=O)CCCC2)NCCc1ccco1 the results were Pf Dd2 growth -7.2%.
`COc1ccc(-c2onc(C)c2C)cc1S(=O)(=O)N1CCN(c2ccc(Cl)cc2)CC1` gave Pf Dd2 growth inactive.
`O=C(Cn1nc2n(c1=O)CCCCC2)Nc1ccc(C(F)(F)F)cc1` gave Pf Dd2 growth -3.4%.
Screening N#Cc1cccc(CN2CCC3(Cc4ccccc4CNC3=O)C2)c1 (configuration not stated) returned Pf Dd2 growth -12.0%.
`COc1cccc(CNC(=O)CSc2nc3ccccc3nc2Cc2ccccc2)c1` gave Pf Dd2 growth -17.2%.
Cc1ccc(-c2cccc(CN3C4CCC3CN(C(C)C)C4)c2)c(C)c1 was read as Pf Dd2 growth 10µM*.
Screening CCN(Cc1cnn(CC)c1)C(=O)C1COc2ccccc2C1 (configuration not stated) returned Pf Dd2 growth 11.5%.
For CCC(=O)N1CCC(Cc2nc(C3CCOCC3)no2)CC1 the results were Pf Dd2 growth 44.1%[activator].
CC(C)(CC(=O)O)CC(=O)N1CCN2C(=O)c3cc(-c4ccc(Cl)cc4)ccc3NC(=O)[C@@H]2C1 was read as Pf Dd2 growth inconclusive.
Screening O=S(=O)(c1ccccc1)c1nnn2c1nc(NC1CCCCCC1)c1sccc12 returned Pf Dd2 growth -8.7%.
Screening COc1cccc(N2C(=O)NC(=NC3CCCCC3)C23CCCN([S+](=O)([O-])c2cccs2)C3)c1 (configuration not stated) returned Pf Dd2 growth inconclusive.
For Cc1ccccc1CNCCSc1nnnn1-c1ccccc1 the results were Pf Dd2 growth inconclusive.
`O=[S+]([O-])(c1cccc(C(F)(F)F)c1)N1CCn2c(nnc2C2CCCNC2)C1` (configuration not stated) gave Pf Dd2 growth -0.8%.
For Cc1cc(S(=O)(=O)C(CNC(=O)c2ccc(F)c(F)c2)c2cccs2)ccc1F (configuration not stated) the results were Pf Dd2 growth 45.4%[activator].
For CCCOCCNC(=O)c1c(C)noc1-c1ccc(OC(F)(F)F)cc1 the results were Pf Dd2 growth inactive.
Cc1ccc(C)c(OCC(=O)c2ccc3c(c2)N(C(C)C(=O)N2CCCC2)C(=O)CO3)c1 (configuration not stated) was read as Pf Dd2 growth inactive.
For COc1ccc(C)cc1NC(=O)NCCn1nnc2cc(S(=O)(=O)N(C)C)ccc21 the results were Pf Dd2 growth 10.4%.
O=C(Cc1cccnc1)N1C[C@@H](COCC2CC2)[C@H](c2ccccn2)C1 was read as Pf Dd2 growth 2.6%.
CN(C)S(=O)(=O)c1ccc(C(=O)NCCSc2c(-c3ccc(Cl)cc3)[nH]c3ccccc23)cc1 was read as Pf Dd2 growth 8.91µM*.
Screening CNC(=O)N1CCC(C2CCN(C(=O)CCc3cccc(OC)c3)C2)CC1 (configuration not stated) returned Pf Dd2 growth -23.3%.
Cc1cccc(N2CCN(S(=O)(=O)c3ccc(F)c(C(=O)Nc4ccc(C(C)C)cc4)c3)CC2)c1C was read as Pf Dd2 growth inconclusive.
For CC(=O)c1cc(C(=O)N2CCc3c(nc[nH]c3=O)C2)c(=O)[nH]c1C the results were Pf Dd2 growth 19.6%.
Screening CCOC(=O)COc1cc(C)c(Cl)cc1C(=O)c1ccn2nc(-c3ccc(OC)cc3)cc2n1 returned Pf Dd2 growth -19.1%.
`COCC(=O)NC1CCC12CCN(C(=O)c1ccoc1)CC2` (configuration not stated) gave Pf Dd2 growth 8.4%.
Screening CN(C)c1ccc(C(=O)N2CCC3(CC2)NC(=O)N(c2ccc(F)cc2)N3)cc1 returned Pf Dd2 growth inactive.
Screening O=C(NCC(c1cccs1)S(=O)(=O)c1cccs1)c1ccccc1 (configuration not stated) returned Pf Dd2 growth 11.3%.
Screening O=C(c1ccco1)N1CCC2(CC1)CC(OCC1CC1)CCO2 (configuration not stated) returned Pf Dd2 growth inconclusive.
O=C1CCN(C(=O)c2nccc3ccccc23)CCOCCN1 was read as Pf Dd2 growth 2.9%.
Screening Cc1cc(C)c2c(n1)SCC(=O)N2CC(=O)Nc1ccccc1C returned Pf Dd2 growth -0.2%.

Of the compounds above, these contain a CF3 group:
Screening CN(Cc1ccccc1C(F)(F)F)C(=O)C1CC1 returned Pf Dd2 growth 7.2%[44.1 µM].
For O=C(CCCCn1c(=O)c2ccccc2n(CC(=O)Nc2cccc(C(F)(F)F)c2)c1=O)NCc1ccc2c(c1)OCO2 the results were Pf Dd2 growth inactive.
`Cc1nc(N2CCN(C(=O)COc3ccccc3)CC2)cc(C(F)(F)F)n1` gave Pf Dd2 growth -4.3%.
Screening O=C1COCC2(CN1Cc1ccc(F)cc1Cl)CN(c1ccc(C(F)(F)F)cn1)C2 returned Pf Dd2 growth inactive.
`FC(F)(F)SCCn1ccnc1-c1cc2n(n1)CCCNC2` gave Pf Dd2 growth -24.5%.
`CCc1ccc(NC(=O)C(CC)n2c(=O)c(C(F)(F)F)nc3ccccc32)cc1` (configuration not stated) gave Pf Dd2 growth inconclusive.
`O=C(Cn1nc2n(c1=O)CCCCC2)Nc1ccc(C(F)(F)F)cc1` gave Pf Dd2 growth -3.4%.
`O=[S+]([O-])(c1cccc(C(F)(F)F)c1)N1CCn2c(nnc2C2CCCNC2)C1` (configuration not stated) gave Pf Dd2 growth -0.8%.
For CCCOCCNC(=O)c1c(C)noc1-c1ccc(OC(F)(F)F)cc1 the results were Pf Dd2 growth inactive.
